Screening results: PubChem BioAssay, several laboratories
Bcl-B TR3 displacers = displacers of TR3 peptide from Bcl-B, primary screen, selectivity assay for Bfl-1 inhibitor project, biochemical, fluorescence polarization. Bcl-2-like protein 10 (Homo sapiens). FP displacement of FITC-TR3 peptide from Bcl-B; higher % means a stronger effect. one-dose displacement, % at 20 µM; IC50 in µM for titrated hits. hit rate 0.11% among 96,000. AID 748, 2007;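 active means displacement above 50% at 20 µM plus a fluorescence interference ratio under 1.5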;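 further: plate controls were wells without compound for no effect and wells lacking Bcl-B protein for full effect; a part of the inactive calls stands beside numbers as strong as those of hits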
PLAP inhibitors HTS = PLAP enzyme inhibitors, biochemical, luminescence, HTS (AID 690); purified PLAP, luminescent substrate; higher % means a stronger effect; one-dose inhibition, % at 20 µM; IC50 in µM for titrated hits; hit rate 0.08% among 96,000; Alkaline phosphatase, placental type (Homo sapiens); in the data active means a potency from the dose series; inactive means the rest, 99 in 100 with inhibition below about 30%; further: strong numbers were not always called active
IL1B NFkB pot = enhancers of NFkB p65 translocation in HUVEC – imaging, IL-1B stimulus, high-content imaging, primary screen; HUVEC IL-1B NFkB p65 nuclear translocation imaging; activation, % at 2 µM; hit rate 0.3% among 94,000; AID 819, 2007;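 active means activation above 40%, about the mean plus 3 SD, also judged a hit on visual image review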;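 further: percent activation is computed from the nuclear over cytoplasmic p65 intensity ratio; values of inactives mirror those of a sister screen read the other way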
IL1B NFkB inh = inhibitors of IL-1B driven NFkB p65 nuclear import, primary screen, imaging, HUVEC, IL-1B stimulus, high-content imaging | inhibition, % at 2 µM | HUVEC IL-1B NFkB p65 nuclear translocation imaging | hit rate 0.43% among 94,000;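 active means inhibition above about 30% together with a positive call from visual inspection of the well image, limit read from the data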;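 further: nuclear over cytoplasmic p65 intensity ratio measured by imaging; 0% = IL-1B stimulated DMSO wells and 100% = unstimulated DMSO wells; values of inactives mirror those of a sister screen read the other way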
MRP reversal = reversal of MRP1-mediated doxorubicin resistance, primary screen, H69AR cells, doxorubicin co-treatment; hit rate 0.04% among 85,000; H69AR cells + 2 uM doxorubicin, CellTiter-Glo, 72 h; AID 602, 2007; differential viability (reversal), % at 10 µM;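 active means viability drop by adding the cancer drug above about 55%, with treated viability meeting a 40% cutoff, limit read from the data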;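 further: viability without doxorubicin minus viability with 2 µM doxorubicin for each compound; larger differential means the compound sensitizes cells more to doxorubicin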
MRP reversal cytotoxicity = recorded beside MRP reversal, whose call it bears; viability, %; H69AR cells, CellTiter-Glo, 72 h; measured here: cytotoxicity without doxorubicin
MRP reversal with doxorubicin = also measured in MRP reversal; calls as there; viability, %; measured here: viability with 2 uM doxorubicin; hits give low values
IL1B NFkB inh cell count 2 µM = also measured in IL1B NFkB inh; calls as there; cell count; measured here: cells passing quality filter;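 raw number of nuclei counted in each imaged well without normalization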
IL1B NFkB pot cell count 2 µM = recorded beside IL1B NFkB pot, whose call it bears; cell count; measured here: cells passing quality filter
Active calls of the source: *; x = not tested or not shown. This is a subset; count on the stated rates, not on these rows.

smiles	Bcl-B TR3 displacers	PLAP inhibitors HTS	IL1B NFkB pot	IL1B NFkB pot cell count 2 µM	IL1B NFkB inh	IL1B NFkB inh cell count 2 µM	MRP reversal	MRP reversal cytotoxicity	MRP reversal with doxorubicin
O=C(Cn1nc(Cc2cccnc2)c2ccccc2c1=O)N1CCN(C(=O)c2ccco2)CC1	-10%	-38%	x	x	x	x	1	95	94
O=C(CSCC(=O)N1CCOCC1)Nc1nc(-c2ccc3c(c2)OCO3)cs1	10%	-63%	-2	129	2	129	9	91	82
OC(CN1CCN(c2ccccn2)CC1)Cn1c2ccc(Cl)cc2c2cc(Cl)ccc21 (stereo unspecified)	-5%	-77%	18	57	-18	57	1	1	0
CCOC(=O)C(Cc1ccccc1)NC(=O)Cn1nnc(-c2ccccc2)n1 (stereo unspecified)	-4%	16%	8	150	-8	150	-10	88	97
CCCCOCCCNC1=NCCCCC1	14%	26%	2	202	-2	202	-1	96	97
O=C(CSc1nc2ccccc2c2nc3ccccc3n12)NCc1ccco1	2%	-28%	0	184	0	184	-9	76	85
Cc1cccc(NC(=O)Cn2cc(C(=O)c3ccco3)c3ccccc32)c1	9%	-20%	8	152	-8	152	5	71	66
O=C1OCC(CO)(CO)N=C1NNc1ccc(Cl)c(Cl)c1	-13%	-9%	12	127	-12	127	x	x	x
Cc1cc(N2CCN(C)CC2)n2cc(-c3ccc(F)cc3)nc2n1	-7%	-5%	13	136	-13	136	x	x	x
CCC(=O)Nc1nnc(CSCc2ccccc2)s1	-1%	8%	5	189	-5	189	11	107	96
CS(=O)(=O)N(Cc1ccccc1)c1ccc(C(=O)NCc2cccnc2)cc1	0%	-57%	-1	172	1	172	-12	81	93
O=C1CC(C(=O)Nc2ccccc2)C2(CCCCC2)O1 (stereo unspecified)	-13%	-13%	9	97	-9	97	21	105	85
CC(C)(C)c1nnc(NC(=O)CN2C(=O)C3C4C=CC(C4)C3C2=O)s1 (stereo unspecified)	6%	-9%	-6	91	6	91	6	86	80
CN(C)CCN1C(=O)c2oc3ccc(F)cc3c(=O)c2C1c1ccncc1 (stereo unspecified)	-4%	-27%	-6	183	6	183	x	x	x
OCCN1CCN(Cc2cc(Cl)c3cccnc3c2O)CC1	-5%	-124%	-5	170	4	170	-20	37	57
COC(=O)c1ccccc1NC(=O)C1CCCN(S(C)(=O)=O)C1 (stereo unspecified)	-5%	4%	-16	136	16	136	8	90	82
NCCN=C1NS(=O)(=O)c2ccccc21	x	x	1	115	0	115	-7	102	109
NC(=O)CS(=O)(=O)c1nc2ccccc2n1CC(=O)N1CCCCC1	-2%	3%	11	160	-11	160	3	86	82
O=c1cc2c(nn1Cc1c(Cl)cccc1Cl)-c1ccccc1CC2	-14%	-35%	13	175	-13	175	7	84	76
O=C(Oc1ccc(-n2cnnn2)cc1)c1ccco1	-1%	-9%	15	170	-15	170	4	98	93
CCCCNS(=O)(=O)c1ccc2c(c1)oc(=O)n2CC(=O)OCC	3%	18%	17	198	-17	198	5	100	95
COc1ccc(S(=O)(=O)NCCCCCC(=O)NCCCN2CCOCC2)cc1	6%	-6%	23	104	-23	104	3	95	92
COC(=O)c1ccc2c(=O)n(CCO)c(=S)[nH]c2c1	13%	9%	-3	160	3	160	x	x	x
Cc1cc(C(F)(F)F)nn1CC(=O)NNC(=S)NCC(C)C	14%	-162%	9	157	-9	157	x	x	x
COC(=O)c1nn2c(C(F)(F)F)cc(-c3ccc(Br)o3)nc2c1Br	-151%	2%	-13	106	13	106	-12	33	46

Next section, overlapping the part above by 3 compounds.
smiles	Bcl-B TR3 displacers	PLAP inhibitors HTS	IL1B NFkB pot	IL1B NFkB pot cell count 2 µM	IL1B NFkB inh	IL1B NFkB inh cell count 2 µM	MRP reversal	MRP reversal cytotoxicity	MRP reversal with doxorubicin
COC(=O)c1ccc2c(=O)n(CCO)c(=S)[nH]c2c1	13%	9%	-3	160	3	160	x	x	x
Cc1cc(C(F)(F)F)nn1CC(=O)NNC(=S)NCC(C)C	14%	-162%	9	157	-9	157	x	x	x
COC(=O)c1nn2c(C(F)(F)F)cc(-c3ccc(Br)o3)nc2c1Br	-151%	2%	-13	106	13	106	-12	33	46
COc1ccccc1-c1cc(C(=O)Nc2cc(C)on2)no1	-10%	-2%	3	188	-3	188	5	92	88
Cc1nc2cc(-n3ccc(=O)cc3)ccc2n1-c1ccccc1	4%	-14%	0	142	0	142	11	90	80
COC(=O)C1=C(C)NC(C)=C(C(=O)OC)C1c1cc2cc(C)ccc2[nH]c1=O	-1%	-44%	14	126	-14	126	5	89	84
CC1C(=NO)C(C)C(c2ccccc2)NC1c1ccccc1 (stereo unspecified)	2%	-7%	-4	62	-6	148	3	93	90
COc1cccc(N(CC(=O)NCc2cccnc2)S(C)(=O)=O)c1	-15%	1%	0	126	0	126	-2	93	95
COCCn1c(C)cc(C(=O)CSc2nc3ccccc3c(=O)[nH]2)c1C	-4%	-27%	17	135	-17	135	-26	44	70
COc1ccccc1C(c1nnnn1Cc1ccco1)N1CCN(c2cccc(C)c2C)CC1 (stereo unspecified)	x	x	10	118	-10	118	3	76	73
Cc1cccc(NC(=O)c2cc3n(n2)C(C(F)(F)F)CC(c2ccc4c(c2)OCO4)N3)c1 (stereo unspecified)	-11%	13%	-13	141	13	141	x	x	x
CCC(=O)c1ccc(N2CCCC2)c(F)c1	x	x	22	108	-22	108	11	89	78
O=C(Nc1ccc(N2CCCC2)c(Cl)c1)c1ccc2c(c1)OCCO2	x	x	-5	87	5	87	8	71	63
Cc1cc(=O)n2nc(N3CCCC(C(=O)N4CCc5ccccc54)C3)sc2n1 (stereo unspecified)	2%	-9%	-5	96	5	96	24	64	40
COc1ccc(-c2cc(-c3ccccc3)nc(N3CCCC3)n2)cc1OC	-68%	-74%	x	x	x	x	9	81	72
O=C(CSc1nnnn1-c1ccccc1)NC(=O)NCc1ccco1	2%	-1%	2	198	-2	198	x	x	x
COc1cccc(/C=N/NC(=O)C(=O)N2CCCC2)c1O	-1%	-86%	15	117	-15	117	x	x	x
CSC1=NCCN1C(=O)c1c(F)cccc1F	-4%	9%	-10	174	10	174	-2	79	81
COc1cc2cc(C(c3nnnn3C3CCCC3)N3CCCCCC3)c(=O)[nH]c2cc1OC (stereo unspecified)	-5%	-38%	17	164	-17	164	-19	67	86
CCCOP(=O)(c1ccc(N(C)C)cc1)C(O)c1ccncc1 (stereo unspecified)	-2%	-47%	6	193	-6	193	5	97	93
O=C1CC(NNC(=O)c2ccccc2)C(=O)N1 (stereo unspecified)	4%	8%	2	174	-2	174	-4	97	101
Cc1nn(Cc2ccccc2)c2sc(C(=O)NCc3cccnc3)cc12	-11%	-42%	-15	185	15	185	x	x	x
Cc1onc(-c2c(Cl)cccc2Cl)c1C(=O)NCc1ccccn1	-6%	-10%	x	x	x	x	-6	85	91
Cc1cccc(C)c1NC(=O)CSc1nnc(-c2ccco2)c(-c2ccco2)n1	-4%	25%	13	171	-13	171	-11	53	64
CCOc1cc(-c2c(C#N)c(=O)[nH]c3c2c(C)nn3-c2ccc(F)cc2)ccc1O	4%	-42%	x	x	x	x	-16	78	94
CCCCOC(=O)Nc1ccc2c(C)cc(=O)oc2c1	x	x	5	164	-5	164	6	95	89
CN(CCNC(=O)C1CCN(S(=O)(=O)N2CCOCC2)CC1)CCc1ccccc1	-9%	-49%	8	91	-8	91	4	107	103
Cc1ccc(C)n1-n1cnc2sc(-c3ccccc3)cc2c1=O	-12%	3%	7	157	-7	157	2	87	86

Some values from the entries so far.
IL1B NFkB inh cell count 2 µM with O=C1CC(NNC(=O)c2ccccc2)C(=O)N1 (stereo unspecified) is entered as 174
IL1B NFkB inh with COc1ccccc1C(c1nnnn1Cc1ccco1)N1CCN(c2cccc(C)c2C)CC1 (stereo unspecified) is entered as -10

Remaining list, next part:
smiles	Bcl-B TR3 displacers	PLAP inhibitors HTS	IL1B NFkB pot	IL1B NFkB pot cell count 2 µM	IL1B NFkB inh	IL1B NFkB inh cell count 2 µM	MRP reversal	MRP reversal cytotoxicity	MRP reversal with doxorubicin
O=C(NNS(=O)(=O)c1ccccc1)c1cc2cc3ccccc3nc2s1	-5%	-43%	-4	155	4	155	x	x	x
CCc1ccc2[nH]c(=O)c(CN(Cc3ccccc3OC)C(=O)Nc3ccccc3OC)cc2c1	4%	-32%	4	189	-4	189	-3	78	81
CCOC(=O)c1cc2nc(-c3ccco3)cc(C(F)(F)F)n2n1	x	x	5	70	-5	70	-13	70	83
CSCCC1(C(=O)O)NC(c2ccccc2O)C2C(=O)N(C(C)C)C(=O)C21 (stereo unspecified)	0%	10%	5	53	-5	53	-4	94	98
O=S(=O)(c1ccccc1Cl)N1CCCC(c2nc(-c3cccnc3)no2)C1 (stereo unspecified)	9%	-43%	-7	81	7	81	10	89	79
COc1cc(OC)cc(C(=O)N2CCN=C2SCc2cccnc2)c1	8%	-77%	6	179	-6	179	2	93	91
CCN(CC)CC(C)OC(=O)c1cc(OC)c(OC)c(OC)c1 (stereo unspecified)	-7%	4%	5	199	-5	199	13	91	79
O=C(Nc1nc(-c2ccccc2)cs1)c1cccs1	-5%	-4%	10	136	-10	136	-6	74	79
CCOC(=O)c1c(NC(=O)c2ccn(CC)n2)sc2c1CCCC2	1%	-9%	3	114	-3	114	-14	60	75
Cc1ccc(OCc2nnc(SCC(=O)NCc3ccccc3)n2C)cc1	-3%	-29%	-5	116	5	116	-3	92	95
COc1ccc(-c2nn(C)c(=O)c3ccccc23)cc1NS(C)(=O)=O	-2%	-64%	6	137	-6	137	-6	63	69
Cc1oc(CSCC2CCCO2)cc1C(=O)O (stereo unspecified)	2%	-17%	3	155	-3	155	x	x	x
CCN(CC)S(=O)(=O)c1ccc(NC(=O)CSc2cccc[n+]2[O-])cc1	6%	-10%	-11	197	11	197	x	x	x
CCCN(CCC)C(=O)CC(c1ccccc1)c1cc(C)ccc1O (stereo unspecified)	1%	-7%	0	152	0	152	3	78	76
CCOC(=O)c1ccc2[nH]c(C)c(CCC(C)=O)c(=O)c2c1	0%	1%	0	114	0	114	10	105	95
O=S(=O)(c1ccc2c(c1)OCCO2)N1CCC(n2nnc3cc(F)ccc32)CC1	x	x	28	128	-28	128	-11	74	85
COc1ccc(NC(=O)CSc2nnc(-c3ccccc3Cl)n2Cc2ccco2)c(OC)c1	-16%	-39%	1	162	-1	162	6	94	88
COc1ccc(CONS(=O)(=O)c2ccc(NC(C)=O)cc2)cc1Cl	-5%	11%	-3	186	3	186	x	x	x
Cc1ccc(-c2noc(CSc3nc(N)cc(N)n3)n2)cc1	-7%	30%	16	106	-16	106	-5	94	99
O=C(NC1=NCCS1)C12CC3CC(C1)CC(C(=O)NC1=NCCS1)(C3)C2	-5%	20%	-1	119	1	119	-3	88	90
COC(=O)CSc1nnc(C)n1-c1ccc(C)cc1	-3%	-36%	10	39	-10	39	9	103	94
COc1ccc(-c2cc(C(=O)NC(C(=O)O)C(C)C)c(C)o2)cc1OC (stereo unspecified)	-6%	-74%	1	155	-1	155	5	83	79
COc1cc2[nH]c(=O)n(CCCCCC(=O)N3CC=C(c4ccccc4)CC3)c(=O)c2cc1OC	-18%	-86%	-6	146	6	146	x	x	x
CCN(CC)C(=O)CSC1c2ccccc2C(=O)N1c1ccccc1 (stereo unspecified)	-4%	-6%	16	138	-16	138	x	x	x
COc1nonc1NCn1nc(C)cc1C	-4%	0%	x	x	x	x	-9	99	108
O=C(NC1=NCCS1)c1ccc(Br)s1	-8%	1%	10	173	-10	173	6	99	94
Cc1cccc(-n2cnc(C(=O)Nc3cccnc3)c2)n1	3%	11%	-5	94	5	94	x	x	x
